Source: PubChem BioAssay
TRPV1 agonist = human TRPV1 agonism. activation, % at 8.33 µM. 320,000 tested, 0.19% active. TRPV1-expressing cells, Fluo-8 calcium influx, agonist mode. Q8NER1. AID 540275; in the data active = activation above about 80%; inconclusive = between about 30% and that limit; note: 0% is about no effect
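Cells expressing TRPV1 were dye-loaded with Fluo-8 and read kinetically: 10 s baseline, 3 min after compound (agonist portion), then 2 min after EC20 capsaicin (allosteric enhancer portion). Calcium-bound dye fluorescence at 480/520 nm.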
MBNL1-CUG inh = inhibitors of human MBNL1 binding to CUG repeat RNA; Q9NR56; TR-FRET MBNL1-His/biotin-(CUG)12 binding, 665/545 ratio; Potency, µM (doses to about 57.5 µM), without a hit: top-dose activity change, negative = inhibition, most hits filed as inhibitors; 280,000 tested, 0.036% active; active = well fitted inhibition curve with a large enough effect in the signal ratio, with a control signal flat, not every such curve was filed as active; inconclusive = small, poorly fitted or top-dose-only effect, or effect the other way, or a change in a side signal; inactive = no such curve, though single readings can be large or run the other way; the % refers to the signal ratio; note: potency is the fitted concentration of half-maximal effect; % is set by controls: 0 for no effect and ±100 for the full control effect
Target sequence (Q9NR56 whole entry, looked up): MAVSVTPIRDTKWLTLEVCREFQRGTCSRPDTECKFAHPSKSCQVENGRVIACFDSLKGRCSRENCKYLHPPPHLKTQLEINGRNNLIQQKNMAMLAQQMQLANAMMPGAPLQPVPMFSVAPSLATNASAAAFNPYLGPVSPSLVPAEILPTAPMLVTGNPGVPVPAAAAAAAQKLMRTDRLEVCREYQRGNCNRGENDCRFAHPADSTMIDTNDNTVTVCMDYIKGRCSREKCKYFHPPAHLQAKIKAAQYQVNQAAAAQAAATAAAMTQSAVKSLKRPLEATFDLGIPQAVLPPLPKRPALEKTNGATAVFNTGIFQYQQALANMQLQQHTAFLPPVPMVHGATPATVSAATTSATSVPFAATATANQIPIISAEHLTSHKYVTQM
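Compound titration spanned 92 nM–58 uM against the MBNL1-His/biotin-(CUG)12 complex. After 60 min at room temperature with 5 nM streptavidin-XL665 and 0.055 ng/ul terbium anti-His, ratiometric 665/545 nm emission (Ex 340 nm) normalized to controls.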
CXXC DNA block = inhibitors of human MLL CXXC domain-DNA interaction; Q03164; MLL-CXXC / FITC-HOXA9 DNA fluorescence polarization; Potency, µM (titrated, usually from 115 µM), for inactives: at the highest dose activity change, negative = inhibition, most hits filed as inhibitors; 290,000 tested, 0.037% active; AID 2662; active = well fitted inhibition curve with a large enough effect in the polarisation, with a control signal flat, not every such curve was filed as active; inconclusive = small, poorly fitted or top-dose-only effect, or effect the other way, or a change in a side signal; inactive = no such curve, though single readings can be large or run the other way; the % refers to the polarisation; note: potency is the fitted concentration of half-maximal effect
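Purified MLL-CXXC (added from a 7 uM solution) was preincubated 5 min at ambient with pinned compounds in 50 mM Tris-HCl pH 7.5, 50 mM NaCl, 1 mM DTT, 0.05% BSA. Fluorescein-labeled HOX-A9 DNA (50 nM solution) followed, 30 min, then polarization read.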
GALK inh = inhibitors of human galactokinase | Potency, µM (top dose mostly 57.5 µM), inactives show at the top dose activity change, negative = inhibition, usual class: inhibitors | 270,000 tested, 0.007% active | Purified GALK, Kinase-Glo residual ATP luminescence | P51570 | AID 1868; note: potency is the fitted concentration of half-maximal effect; % is set by controls: 0 for no effect and ±100 for the full control effect
Target sequence (P51570 whole entry, looked up): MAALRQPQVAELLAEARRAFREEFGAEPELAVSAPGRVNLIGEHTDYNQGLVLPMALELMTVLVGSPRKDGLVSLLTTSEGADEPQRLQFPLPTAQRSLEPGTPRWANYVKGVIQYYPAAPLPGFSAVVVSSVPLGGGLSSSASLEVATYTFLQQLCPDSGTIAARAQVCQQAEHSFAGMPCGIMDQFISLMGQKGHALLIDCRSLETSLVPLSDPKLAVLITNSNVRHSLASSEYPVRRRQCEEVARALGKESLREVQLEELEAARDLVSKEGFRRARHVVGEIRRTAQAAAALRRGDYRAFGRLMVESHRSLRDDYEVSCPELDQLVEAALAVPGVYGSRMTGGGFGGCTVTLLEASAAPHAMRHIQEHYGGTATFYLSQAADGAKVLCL
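Kinase-Glo Plus luminescence measured ATP left after a 1 h room-temperature reaction. The reaction used 5 nM GALK, 100 uM galactose and 35 uM ATP at pH 8.0 (20 mM HEPES, 5 mM MgCl2, 60 mM NaCl, 1 mM DTT, 0.01% BSA).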
FBPA coupling cs = coupling enzyme interference in Giardia aldolase counter-screen | coupling enzyme system counterscreen, AmpLite Red fluorescence | 290,000 tested, 0.67% active | activity change, negative = inhibition, % at 58.2 µM, hits read low | AID 2472; in the data active = activity change below about -30%; note: % is set by controls: 0 for no effect and ±100 for the full control effect
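Fluorescence at 525 nm excitation and 598 nm emission measured inhibition of the coupled detection system without aldolase. Compounds (at 57.5 uM final) were preincubated 10 min at room temperature with coupling enzyme reagent before a 20 min substrate/AmpLite Red step.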
a7 integrin act = integrin-mediated muscular dystrophy alleviation activation; 350,000 tested, 0.064% active; alpha7betagal myoblasts, beta-gal FDG fluorescence, 48 h; Potency, µM (series often up to 38.3 µM), inactives show top-dose activation, actives largely listed as activators;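 note: potency is the fitted concentration of half-maximal effect; 100% = response of the positive control SU9516; nearly all actives have a fitted effect of over 60% in size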
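alpha7betagal+/- myoblasts (passage 13, 250/well) treated 48 h at 37C with compounds at 1:260 dilution of DMSO stock. Lysed, then beta-galactosidase activity read as FDG fluorescence (ex 480/em 540) after 30 min, with pre-read for autofluorescence.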
ASM inhibitor = inhibitors of human secretory acid sphingomyelinase | P17405 | placental ASM, HMU-PC fluorogenic substrate, 60 min | Potency, µM (highest dose often 57.5 µM), inactives show at the top dose activity change, negative = inhibition, actives largely listed as inhibitors | 340,000 tested, 0.006% active | AID 504937; note: potency is the fitted concentration of half-maximal effect
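qHTS format. ASM enzyme prepared from human placenta hydrolyses the fluorogenic substrate HMU-PC0 (9 uM final) over 60 min at 37 °C after a 10 min compound preincubation.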
hERG WT inh = inhibitors of human wildtype KCNH2 potassium channel | U2OS, BacMam KCNH2, thallium flux FluxOr; stronger effect = lower value | activity change, % at 1.84 µM | 340,000 tested, 0.37% active;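 active = maximum activity change below -70%; inconclusive = maximum activity change between -70% and -50%; inactive = maximum activity change above -50%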; note: % is set by controls: 0 for no effect and ±100 for the full control effect
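U2OS cells were transduced with wild-type KCNH2 virus (2.03 x 10^8 / mL) for 4 h at room temperature, then cultured overnight at 37 C. Thallium flux was read with FluxOr dye. Rate constants were normalized to DMSO controls.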
AT treatment = potential ataxia-telangiectasia treatment. 320,000 tested, 0.19% active. Potency, µM (titrated, usually from 57.5 µM), for the others: at the highest dose activation, usual class: activators. […] A-T fibroblasts, KAP-1 phosphorylation AlphaLISA; neocarzinostatin DNA damage 30 min before lysis; note: potency is the fitted concentration of half-maximal effect; % of control where 0% means no effect; nearly all actives have a fitted effect of over 45% in size
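hTERT-immortalized A-T patient fibroblasts ([…]), 500 cells/well in OPTI-MEM, 1% FBS, got compounds for 60 min, then NCS for 30 min at 37C. Lysates were then assayed for phospho-KAP-1 by AlphaLISA (anti-pKAP1 donor, anti-KAP1 acceptor beads), 6 hr at 25C.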
KCNH2 3.1 block = KCNH2 3.1 (human) potassium channel inhibition; U2OS KCNH2 3.1, thallium flux FluxOr; stronger effect = lower value; activity change, % (tested at about 1.8 µM); 340,000 tested, 0.95% active;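 active = maximum activity change below -70%; inconclusive = maximum activity change from -70% to -50%; inactive = maximum activity change above -50%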;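 note: thallium influx rate constant from kinetic fluorescence after stimulation buffer; % is set by controls: 0 for no effect and ±100 for the full control effect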
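FluxOr-based Tl+ influx in U2OS cells transduced with KCNH2 3.1 virus; rate constants normalized to DMSO controls.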
Active calls of the source: *; i = inactive; ? = inconclusive; nt = no result given; [ ] = remark or other dose. Unless noted, calls come from the whole dose curve; as a rule, active = well fitted curve in the direction sought with a large enough effect; inconclusive = small, poorly fitted or top-dose-only effect, or another doubt; inactive = no such curve, though single readings can be large; an effect the other way counts as inactive or inconclusive.

SMILES	TRPV1 agonist	MBNL1-CUG inh	CXXC DNA block	GALK inh	FBPA coupling cs	a7 integrin act	ASM inhibitor	hERG WT inh	AT treatment	KCNH2 3.1 block
CCCc1nc2ccccc2c(C(=O)OCc2nnc(-c3cc(OC)c(OC)c(OC)c3)o2)c1CC	-2	-2%	5%	-3%	0	-25%	-22%	-1	4%	-3
Cc1ccc(C(=O)Cn2cncn2)cc1	0	-3%	11%	-1%	2	4%	-2%	-6	0%	-1
CCC(C)(C#CCN1CCCCC1)OC(C)=O (stereo not drawn)	-3	0%	-16%	-1%	-5	-5%	-4%	0	-4%	6
CCc1nc(N2CCCCC2)c2oc3ccccc3c2n1	?	7%	1%	1%	5	15%[7.66 µM]	-12%	-12	nt	17
O=C(COC(=O)Cn1[nH]c(=O)c2ccccc2c1=O)Nc1ccc2c(c1)OCO2	-6	-6%	-1%	5%	1	-9%	-2%	13	12%	24
O=C1CCc2cc(S(=O)(=O)N3CCC(C(=O)NCc4ccccn4)CC3)ccc2N1	0	11%	-4%	1%	1	nt	nt	nt	-1%	nt
COc1ccc(C(=O)Nc2ccc(S(=O)(=O)NC(C)=O)cc2)cc1	-12	1%	-1%	-3%	2	-17%	1%	-8	9%	9
O=C(CN(Cc1ccccc1F)S(=O)(=O)c1ccc(Cl)cc1)NCCC1=CCCCC1	?	-7%	6%	-3%	1	-21%	-2%	7	-1%	-2
Cc1ccc(C(=O)NCCNC(=O)c2ccccn2)cc1	-1	-1%	27%	7%	-2	5%	1%	-11	6%	-2
Cc1cc(N/N=C/c2ccc(N(C)C)cc2)nc(NCc2ccccc2)n1	-2	4%	18%	-1%	2	-76%[inhibitor]	248%[activator]	1	9%	-4
COc1ccc(/C(C)=N/Nc2nncc3ccccc23)cc1	3	9%	-2%	nt	-2	-1%	-4%	-4	-26%	4
COc1ccccc1CNS(=O)(=O)c1cc(C(=O)NCc2ccccn2)c(Cl)cc1Cl	-3	nt	nt	nt	nt	15%	1%	3	4%	18
CCOC(=O)N1CCN(CC(c2ccccc2)c2ccccc2)CC1	29	-6%	-13%	-2%	0	-16%	-1%	4	-2%	-15
O=C(Nc1ccc(S(=O)(=O)Nc2ncccn2)cc1)C(F)(F)F	-4	-2%	-10%	0%	5	13%	0%	-8	-7%	-7
O=C(CSc1nnc(-c2ccc(O)cc2)n1Cc1ccco1)N1CCc2ccccc2C1	0	-5%	-2%	5%	2	-31%	-1%	18	1%	-8
O=C(CCc1nnc(CCCCc2ccccc2)o1)N1CCCCC1CCO (stereo not drawn)	3	0%	1%	-2%	5	-12%	2%	-6	7%	-4
O=C(NCc1ccco1)C1CCN(S(=O)(=O)N2CCC3(CC2)OCCO3)CC1	0	-2%	-4%	2%	0	-2%	-2%	-1	1%	6
O=C(O)C1CCCN1S(=O)(=O)c1ccc(Cl)cc1 (stereo not drawn)	-3	0%	-6%	-4%	2	7%	-7%	7	14%	5
CC1CCCCN1CCNc1nc(=S)[nH]c2ccccc12 (stereo not drawn)	1	-6%	6%	-1%	-1	-16%	4%	0	1%	4
O=C(Nc1ncccc1O)C1CCN(S(=O)(=O)c2ccc3ccccc3c2)CC1	-3	nt	nt	nt	nt	24%	-1%	3	7%	29
Cc1ccc(SCCN2CCN(C)CC2)cc1	4	-6%	-10%	2%	0	?	2%	16	7%	14
CCN(CC)CCCN(Cc1cc2cc3c(cc2[nH]c1=O)OCO3)C(=S)NCCCN(C)C	-3	6%	-4%	-2%	0	5%	94%[activator]	-5	3%	12
Cc1ccc(-c2nc(CS(=O)(=O)CC(=O)NC3CCCCCC3)c(C)o2)cc1	?	-1%	-6%	11%	5	17%	-6%	4	-10%	-2
COC(=O)c1cc(OC)c(OC)cc1NC(=O)c1cnccn1	1	8%	-1%	-3%	1	nt	nt	nt	2%	nt
CCOc1ccc2[nH]c(=O)c(CN(Cc3nnnn3Cc3ccco3)C3CCCCC3)cc2c1	4	22%	-7%	-5%	-23	24%	0%	0	6%	16
CC(=O)Nc1ccc2c(c1)Cc1c-2cc(Cl)c(NC(C)=O)c1Cl	nt	nt	nt	nt	nt	20%	-2%	-8	nt	-12
COc1ccc(-c2ccc(=O)[nH]n2)cc1	-1	14%	-7%	0%	-3	24%	0%	-7	0%	6
O=S(=O)(c1ccc(SCCOc2ccccc2)nc1)N1CCCC1	6	nt	nt	nt	nt	20%	-4%	8	1%	-12
CN1CCN(Cc2c(O)ccc3cc(-c4ccccn4)c(=O)oc23)CC1	11	34%[activator]	-4%	4%	0	3%	i	0	8%	2
O=C(CCCN1C(=O)/C(=C/c2cccc(Br)c2)SC1=S)Nc1ccccn1	-5	-7%	0%	0%	0	-22%	-2%	-24	-1%	-2
Cc1ccc(S(=O)(=O)N2CCC(C(=O)N3CCCC(C(F)(F)F)C3)CC2)cc1C (stereo not drawn)	-1	nt	nt	nt	nt	9%	-4%	-2	-6%	4
O=C(Nc1nc2ccccc2[nH]1)C1CCN(C(=O)c2ccc(F)cc2)CC1	2	nt	nt	nt	nt	29%	3%	7	-8%	-30
O=C(Nc1ccccc1)Nn1cnnc1	-1	?	-5%	-1%	2	-14%	2%	0	-1%	-9
CCCCNC(=O)c1ccc2c(c1)C(=O)N(Cc1ccncc1)C2=O	9	?	5%	-7%	nt	0%	-1%	-18	14%	nt
Cc1ccc(-n2nc3c(=O)n(CC(=O)NCCc4ccc(Cl)cc4)nc(C)c3c2C)cc1	-8	-3%	1%	-10%	nt	-36%[inhibitor]	-4%	-4	-2%	-12
O=C(N/N=C/c1ccc(Br)s1)c1cccc([N+](=O)[O-])c1	25	3%	-1%	1%	1	13%	-4%	7	5%	8
CC(=O)Nc1c(-c2ccc(Cl)cc2)c(=O)c2ccccc2n1C	-3	3%	-2%	4%	3	?	-5%	-9	-5%	-15
O=C(CN1C(=O)NC2(CCCCC2)C1=O)N1CCN(S(=O)(=O)c2ccccc2)CC1	2	3%	0%	-1%	0	-24%	5%	4	-3%	1
CCOc1c(C)cnc2c1c(=O)n(Cc1cccc(Cl)c1)c(=O)n2C	25	0%	27%	-3%	3	20%	-5%	0	10%	-12
O=[N+]([O-])c1ccc(CSc2ccc(S(=O)(=O)N3CCOCC3)cn2)cc1	1	nt	nt	nt	nt	-18%	-2%	3	2%	-7
N#CC1=C(N)Oc2c(sc3ccccc23)C1c1ccco1 (stereo not drawn)	-1	?	?	7%	-25	0%	12%	-10	3%	nt
CCn1c(=O)c(CCC(=O)N2CCN(c3ccccn3)CC2)c(C)c2c(C)nn(-c3ccccc3)c21	-1	-9%	27%	6%	nt	?	-23%	-16	3%	0
CN(C(=O)CN1C(=O)c2ccc([N+](=O)[O-])cc2C1=O)C1CCCCC1	nt	nt	nt	nt	nt	8%	5%	-2	10%	11
Cc1nn(CCCC(=O)NCc2ccc(F)cc2)c(C)c1[N+](=O)[O-]	-5	nt	-11%	0%	2	4%	1%	-4	nt	-13
CCOC(=O)C1(Cc2ccccc2C(F)(F)F)CCN(Cc2ccon2)CC1	27	-5%	0%	-2%	-3	-19%	-1%	0	12%	-12
O=C(NCc1nc2ccccc2[nH]1)C1=C[C@@H](c2ccccc2)C[C@@H](OCc2ccc(CO)cc2)O1	14	17%	0%	0%	3	10%	-3%	14	-17%	-27
O=C1C=C(c2ccccc2)C(=O)N1Nc1ccccc1	13	-4%	1%	0%	1	-44%	-2%	14	2%	nt
O=C1OC(c2ccc3ccccc3c2O)(c2ccc3ccccc3c2O)c2ccccc21	nt	nt	nt	nt	nt	1%	-15%	0	nt	11
CCCC(=O)Nc1ccccc1-c1nnc(SCC)[nH]c1=O	0	-4%	-2%	4%	0	?	6%	1	-14%	-2
COc1ccc(C(=O)Oc2c(C)occc2=O)cc1OC	-2	-12%	7%	0%	0	18%	-1%	10	6%	-11

The listing continues:
SMILES	TRPV1 agonist	MBNL1-CUG inh	CXXC DNA block	GALK inh	FBPA coupling cs	a7 integrin act	ASM inhibitor	hERG WT inh	AT treatment	KCNH2 3.1 block
C=CCOc1ccc(CNc2ccc(NC(=O)CC(C)C)cc2)cc1OC	0	0%[11.5 µM]	-3%	nt	1	-5%	1%	2	2%	4
NC(=O)c1ccc(NC(=O)c2cccc3c2OCCCO3)cc1	2	-1%	-10%	-2%	-2	1%	-1%	5	1%	-7
Cc1c(-c2ccccc2)sc2nc[nH]c(=S)c12	1	11%	-6%	1%	-3	8%	3%	-116*	0%	-82*
COc1ccc(CC(=O)Nc2cccc(-c3ccc4nncn4n3)c2)cc1OC	4	?	10%	4%	1	-18%	-2%	-10	0%	-2
CCCOc1cccc(C2C(C(=O)c3ccco3)=C(O)C(=O)N2CCN(CC)CC)c1 (stereo not drawn)	-2	11%	1%	8%	2	12%	1%	0	-3%	-7

An unsorted share of the library; overall some 2% were active at least once.
